# Screening data as filed in PubChem.
# SSB-PriA inh: inhibitors of Klebsiella pneumoniae PriA binding to SSB C-terminal tail, primary screen, biochemical, AlphaScreen; PriA–SSB C-terminal tail interaction (Klebsiella pneumoniae); AlphaScreen SSBct-PriA binding, biotinylated peptide; inhibition, % at 33 µM; 430,000 compounds, 0.6% hits; AID 1272365, 2023; in the data active = inhibition mostly above about 37%, no sharp cut-off; inactive = mostly below about 20%;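 note: plate controls were negative control peptide for no effect and reference peptide for full effect; strong numbers were not always called active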
# * = called active by the depositor; & = joins results of further samples. This is a subset, so the mix of outcomes need not match the whole.
compound	SSB-PriA inh
COCCn1c(=NC(=O)c2cc(OC)cc(OC)c2)sc2cc(NC(C)=O)ccc21	-14
S=c1[nH]nc(-c2ccco2)n1N=Cc1cccc(Cl)c1Cl	21
CC(C)(C)NC(=O)N1CC[C@H](n2ccnn2)C1	-19
Cc1nn(-c2ccccc2)c2sc(C(=O)NC(=S)NCc3ccco3)cc12	-10
COc1ccc(F)cc1S(=O)(=O)NCCn1ccn2nccc12	-3
Cc1cccc(OC(C)C(=O)Nc2cc(N3CCN(C)CC3)ncn2)c1C (stereo not given)	-13
O=C(c1cc2n(n1)CCCO2)N1CCN(Cc2ccc3c(c2)OCO3)CC1	-12
O=C(COc1ccccc1)Nc1nnc(-c2ccc3c(c2)OCO3)o1	-10
COc1ccc(-c2ccc(N3CCN(S(=O)(=O)c4cccnc4)CC3)nn2)cc1OC	-3
O=C(CC1CSc2nc3c(c(=O)n21)CCC3)N1CCN(C(=O)c2ccco2)CC1 (stereo not given)	-12
CCc1n[nH]c(=S)n1N=C/C(C)=C\c1ccccc1	0
CCc1ccc(OC)c(S(=O)(=O)NCc2ccsc2)c1	-1
COc1ccc(SCCCC(=O)Nc2sc(C)c(C)c2C#N)cc1	-1
COc1cccc(C2SCCN2C(=O)c2cc(-c3cc(OC)ccc3OC)nn2C)c1 (stereo not given)	-25
O=C(Cc1csc(NC(=O)c2ccc(=O)[nH]c2)n1)NCc1ccc2c(c1)OCO2	-2
CC(=O)c1sc(NC(=O)c2ccnn2C)nc1C	-16
CCCCC(=O)NN=C(C)c1cccc(NC(=O)C2CC2)c1	-7
Cc1cc(C(=O)NCC2CCS(=O)(=O)C2)c(C)o1 (stereo not given)	-5
Cc1cccc2nc(CSC(=S)NCC3CCCO3)cn12 (stereo not given)	2
CCn1ccnc1N1CCN(C(=O)c2ccccc2S(=O)(=O)C(F)F)CC1	-2
O=C(N1CCc2nc3ccccn3c(=O)c2C1)C1(c2cccs2)CCCC1	-7
Cc1ccc2sc(N(Cc3cccnc3)C(=O)CSc3ccccc3)nc2c1C	4
O=C(Oc1c(CN2CCOCC2)cc(Cl)c2cccnc12)c1ccco1	101*
C(=Nn1c2ccccc2c2ccccc21)c1ccccc1	7
O=C(COc1ccc(C2=NN(C(=O)c3cccs3)[C@H](c3ccccc3)C2)cc1)N1CCOCC1	-14
O=C(Cc1cccs1)Nc1ccn2nccc2c1	-12
CC(=NNC(=O)c1ccc(CN2CCOCC2)cc1)c1ccc([N+](=O)[O-])cc1	0
Cc1c(C(=O)N2CC(n3cc(COc4ccccc4)nn3)C2)cnn1-c1ccccc1	-8
NC(COc1cccc(C(F)(F)F)c1)=NNC(=O)c1cccnc1Oc1ccccc1	5
O=C1CCCC(=NNC(=O)c2ccc(NS(=O)(=O)c3ccc(Br)cc3)cc2)C1	-6
O=C(Nc1nc2ccc(Cl)cc2s1)C1CCCCC1	-10
COc1ccccc1Oc1ccc(S(=O)(=O)Nc2ccc3c(c2)OCCO3)cc1	-11
CC(O)(CNS(=O)(=O)c1ccc(Cl)s1)Cc1ccco1 (stereo not given)	-5
CCOc1ccccc1NC(=O)N1CCN(c2ccc3nnc(C4CC4)n3n2)CC1	-2
CCOc1cccc2sc(NC(=O)c3ccc(C(=O)c4ccccc4)cc3)nc12	-16
O=c1c2c(nc(SCc3ccccc3F)n1CCc1ccccc1)CCS2	0
O=C(NCC(c1ccco1)N1CCc2ccccc2C1)c1c(F)cccc1Cl (stereo not given)	0
Cc1ccc(-c2nc(NN=Cc3cccnc3)c3ccccc3n2)cc1	-13
CCOC(=O)c1c(NC(=S)NC(NC(=O)/C=C/c2ccccc2)C(Cl)(Cl)Cl)sc2c1CCCC2 (stereo not given)	-5
O=S(=O)(NC[C@@H](c1ccsc1)N1CCOCC1)c1ccccc1F	-9
COc1ccc(C2NC(=S)NC(C)=C2C(=O)NCc2ccccc2)cc1 (stereo not given)	0
O=C(NCc1cc(C2CC2)n(C2CCCC2)n1)Nc1cccs1	-4
CCC(CC)C(=O)Nc1cccc(C(C)=NNC(=O)c2ccc(C)s2)c1	-4
Cn1nc(CNC(=O)c2ccc(S(=O)(=O)N3CCOCC3)cc2)cc1-c1ccncc1	-4
O=C(CCc1ccccc1)NCCNc1ccc(-n2cccc2)nn1	-4
COc1ccc(CCC(=O)N(CC(F)(F)F)C2CCOCC2)cc1	-23
COc1ccc(C=NNC(=O)C[n+]2ccccc2)c(OC)c1OC	-16
O=S(=O)(Nc1cnn(C2CCOC2)c1)C1CC1 (stereo not given)	-20
CCn1cc(C=NNC(=O)c2ccccc2Cl)cn1	-15
Cc1cc(C(=O)NCCOc2cccc(C(F)(F)F)c2)ccc1[N+](=O)[O-]	1
CCCCOc1ccc(S(=O)(=O)NCCOc2ccc3nnc(C)n3n2)cc1	-8
Cn1c(SCC(=O)c2ccccc2)nnc1-c1c[nH]c2ccccc12	15
CCS(=O)(=O)N1CCCc2cc(NS(=O)(=O)c3ccccc3Br)ccc21	1
O=C(Nc1ccc(Nc2cc(-n3cccn3)ncn2)cc1)C(c1ccccc1)c1ccccc1	2
O=C(NCCNc1ccc(Nc2ccccn2)nn1)Nc1ccccc1F	-6
Nc1nc2c(s1)CN(Cc1ccccc1)CC2	-4
COc1cn(C)c(C(=O)Nc2ccc(F)c(F)c2)cc1=O	-11
Cc1cc(SCC(=O)NCc2ccc3c(c2)OCO3)nc(-c2cccnc2)n1	-14
CC(=NNS(=O)(=O)c1ccc(Cl)cc1)c1ccc(NC(=O)c2ccco2)cc1	5
CCOc1ccc2nc(NC(=O)Cc3csc(SCC(=O)Nc4ccc(C)cc4)n3)sc2c1	-2

# Some of the entries so far, with each value named.
smiles: CC(=O)c1sc(NC(=O)c2ccnn2C)nc1C
  SSB-PriA inh: -16
smiles: CCCCC(=O)NN=C(C)c1cccc(NC(=O)C2CC2)c1
  SSB-PriA inh: -7
smiles: Cc1cc(C(=O)NCC2CCS(=O)(=O)C2)c(C)o1 (stereo not given)
  SSB-PriA inh: -5

# Other entries
compound	SSB-PriA inh
Cc1cc(C=NNC(=O)CC2(C)OCCO2)c(C)n1-c1ccc(Cl)c(Cl)c1	-6
CC(=O)c1ccc(NC(=O)CC2Nc3ccccc3NC2=O)cc1 (stereo not given)	-4
CCNC(=O)c1csc(Nc2ccc(C)cc2C)n1	2
CCCOc1ccccc1/C=C1\SC(=N)NC1=O	-7
CC(=O)N1N=C(c2ccsc2)C[C@H]1c1cccs1	-10
O=C(Nc1ccc(N2CCCCS2(=O)=O)cc1)Oc1ccccc1	-9
O=S(=O)(c1ccc(Cl)s1)N1CC(c2nc(-c3cnccn3)no2)C1	-17
Cc1cc(C)n(-c2cc(NC(=O)COc3ccccc3F)ncn2)n1	-3
Cc1cc(NC(=O)[C@H]2CCCN(c3ccc(-n4cncn4)nn3)C2)n(-c2ccccc2)n1	-8
O=C(CNC(=O)c1ccccc1Br)NN=Cc1ccccc1O	-6
CC(CCC1CC(C)OC1=O)=NNC(N)=S (stereo not given)	-6
NC(=O)c1cc2ccccc2oc1=NNC(=O)c1ccc(F)cc1	9
O=C(O)c1cc(-c2ccc(C=NN3C(=O)C4C5C=CC(C6CC56)C4C3=O)o2)ccc1Cl (stereo not given)	3
COc1ccc(C(=O)N2CCN(c3ccccc3F)CC2)cc1OC	-1
O=C(Nc1ccc(-n2nnn(CC(=O)N3CCOCC3)c2=O)cc1)Nc1ccc2c(c1)OCO2	-4
COc1ccc(C)cc1NC(=O)CSc1nncn1-n1cccc1	-3
COC(=O)C1CCN(C(=O)Cn2cnc(-c3ccc(OC)cc3)cc2=O)CC1	5
COc1ccc(/C=C\C(=O)Nc2cc(=O)n(C)c(=O)n2C)cc1OC	3
CCC(=O)Nc1ccc(SCC(=O)Nc2ccc(F)cc2F)nn1	-1
CN(C)c1ccc(O[C@H]2CCN(C(=O)c3cccc(C#N)c3)C2)nn1	-18
O=C(NCc1ccnc(-c2ccsc2)c1)c1cc(-c2ccc(F)cc2)c[nH]1	19
CN1CCN(C(CNC(=O)c2ccccc2C(F)(F)F)c2ccc3c(c2)CCCN3C)CC1 (stereo not given)	-1
O=C(Nc1nc(-c2cc(Cl)ccc2Cl)cs1)c1cc(-c2ccccc2)nc2ccccc12	-6
O=C(COc1ccc(Cl)cc1)NCc1cc(-c2ccc(F)cc2F)on1	-21
O=C(Cc1ccccc1Cl)NCC#CCOc1ccc2c(c1)OCO2	17
COc1ccccc1OCCN(C)C(=S)Nc1ccccc1	-14
COC(=O)c1sc(-c2ccccc2)cc1NC(=O)CSc1ccc(F)cc1	-19
COc1ccc(OC)c(NC(=O)N2CCN(c3ccc(-n4cccn4)nn3)CC2)c1	-2
Cn1c(=O)c2[nH]c(N3CCN(Cc4ccccc4)CC3)nc2n(C)c1=O	-17
COc1ccc2cc(Br)ccc2c1CC(=O)O	4

# Single values from the results shown:
# `CCNC(=O)c1csc(Nc2ccc(C)cc2C)n1` in SSB-PriA inh shows 2
# `O=C(Nc1ccc(N2CCCCS2(=O)=O)cc1)Oc1ccccc1` in SSB-PriA inh shows -9
# `CCC(=O)Nc1ccc(SCC(=O)Nc2ccc(F)cc2F)nn1` in SSB-PriA inh shows -1
# `COC(=O)c1sc(-c2ccccc2)cc1NC(=O)CSc1ccc(F)cc1` in SSB-PriA inh shows -19
# `O=C(NCc1ccnc(-c2ccsc2)c1)c1cc(-c2ccc(F)cc2)c[nH]1` in SSB-PriA inh shows 19
# `O=C(COc1ccc(Cl)cc1)NCc1cc(-c2ccc(F)cc2F)on1` in SSB-PriA inh shows -21
# `CC(=O)N1N=C(c2ccsc2)C[C@H]1c1cccs1` in SSB-PriA inh shows -10

# Following part
compound	SSB-PriA inh
CCOc1ccc(CC(=O)Nc2nnc(C3CCCCC3)o2)cc1	-4
COc1cccc(C(=O)ON=C2CCS(=O)(=O)c3sccc32)c1	4
Cc1cc(C)cc(S(=O)(=O)NCCNC(=O)c2ccc(NC(=O)C3CC3)cc2)c1	-2
CC(C)(C)c1ccc(C(=O)Nc2ccc3c(c2)C(=O)NCCO3)cc1	-8
Cn1c(C2CCCN(S(C)(=O)=O)C2)nn(CC(=O)NCCc2ccccc2)c1=O (stereo not given)	4
CSc1ccccc1C(=O)NCc1cc(C2CC2)n(C2CCCC2)n1	-14
CCN(CC)CCN1C(=O)C(=O)C(=C(O)c2c(C)[nH]c(C(=O)OC)c2C)C1c1cccs1 (stereo not given)	-3
O=C(Nc1cnn(CC2CCOCC2)c1)c1ccc(Cl)s1	-23
CC(=O)Oc1ccc(C(=O)Nc2cc(Cl)ccc2OC(C)=O)cc1	2
COc1ccc(C(=O)Nc2nc3c(s2)CCCC3C(=O)NC(C)c2ccccc2)cc1 (stereo not given)	-14
COc1ccc(-c2csc(CN3CCN(C(=O)c4cc5ccccc5o4)CC3)n2)cc1	2
Cc1ccc(-c2cc(CC(=O)N3CCC(C(N)=O)CC3)no2)cc1	-3
COc1ccc(NC(=O)CCCn2nc(-c3ccc(Cl)cc3)ccc2=O)c(OC)c1	-7
COc1ccc2nc(-c3ccc(NS(=O)(=O)c4ccc(C)cc4)cc3)cn2n1	-7
Cc1nc(-n2nc(-c3ccco3)cc2NC(=O)c2ccc(C(F)(F)F)cc2)[nH]c(=O)c1C	-3
COc1ccccc1NC(=O)N1CCCC(c2nnc(-c3cccs3)o2)C1 (stereo not given)	4
Nc1ncnc(N)c1[N+](=O)[O-]	6
Nc1nnc(CC(=O)NN=Cc2cc([N+](=O)[O-])ccc2O)s1	7
CC(=NNC(=O)c1ccc([N+](=O)[O-])cc1)c1cc2ccccc2oc1=O	3
CC(=NNC(=O)c1csc2ccccc12)c1ccc(O)cc1	-11
CCCN(CCC)C(=O)Cn1c(=O)c2ccccc2n2c(=S)sc(-c3cccc(C)c3)c12	7
Cc1cccc(-n2ncc3c(=O)n4c(nc32)SCC4CC(=O)NCc2cccnc2)c1 (stereo not given)	-9
O=C(COc1ccc(Cl)cc1Cl)N1CCc2[nH]c(=O)ccc2C1	-4
O=S(=O)(NCCSC1CCOCC1)c1ccccc1Br	-11
CCCS(=O)(=O)N1CCCc2ccc(NC(=O)c3c(F)cccc3Cl)cc21	-3
COc1cccc(S(=O)(=O)NCC#CCN(C)Cc2ccccc2)c1	0
N#CC1C(=N)Oc2c(oc(CO)cc2=O)C1c1ccc2c(c1)OCO2 (stereo not given)	-7
Cc1sc2ncnc(N3CCN(c4ccccc4C(F)(F)F)CC3)c2c1-c1ccc(Cl)cc1	-12&-10
COc1ccc(S(=O)(=O)NCC2CCN(Cc3ccco3)CC2)cc1Cl	-16&-5
O=C(NCc1ccccc1Cl)C(=O)NCC1CCN(C(=O)c2ccncc2)CC1	3
Cc1[nH]c2ccccc2c1C=NNC(=O)c1ccc(N)cc1	-5
CS(=O)(=O)c1cccc(C(=O)Nc2ccc(Br)cc2C(=O)c2ccccc2Cl)c1	-3
O=C(Cc1ccc2c(c1)OCO2)Nc1cnn(C2CCOC2)c1 (stereo not given)	-2
N#Cc1nccnc1O[C@H]1CCCN(S(=O)(=O)CCC(F)(F)F)C1	-14
COc1cccc(N2CC(NC(=O)C(C)(C)CCl)CC2=O)c1 (stereo not given)	1
Cn1nc(-c2ccccc2)cc1C(=O)N1CCN(C(=O)[C@H]2C[C@@H]2c2ccc(F)cc2)CC1	-8
COC(=O)c1ccc(NC(=O)C(=O)NC[C@@](O)(c2cccs2)C2CC2)cc1	-14
O=C(O)CC1SC(=NN=Cc2ccccc2O)N(c2ccc(O)cc2)C1=O (stereo not given)	-4
Cc1ccccc1-c1ccc(N2CCC(C(=O)Nc3ccncc3)CC2)nn1	-18
Cc1ccc(C)c(NC(=O)C(CC(=O)O)Cc2ccc(Cl)cc2)c1 (stereo not given)	5

# Two records picked at random from those above:
compound	SSB-PriA inh
O=C(O)CC1SC(=NN=Cc2ccccc2O)N(c2ccc(O)cc2)C1=O (stereo not given)	-4
Cc1ccccc1-c1ccc(N2CCC(C(=O)Nc3ccncc3)CC2)nn1	-18
